Screens: PubChem BioAssay, National Center for Advancing Translational Sciences (NCATS)
ATXN viability – Viability Counterscreen for Primary qHTS for Inhibitors of ATXN expression; S2 cells (HEK-293 line with an ATXN2-luciferase reporter) viability, CellTiter-Fluor protease fluorescence, 24 h; Potency, µM (titrated, usually from 56.7 µM), most hits filed as cytotoxic; 400,000 tested, 0.49% active; AID 651635, 2014; further: nearly all actives have a fitted effect of over 40% in size
Nrf2 inh – Nrf2 qHTS screen for inhibitors; A549 ARE-Fluc reporter, luciferase luminescence, 18-24 h; Potency, µM (highest dose often 46 µM), for the others: top-dose activity change, negative = inhibition, hits mostly inhibitors; 360,000 tested, 2.1% active; AID 504444, 2011; further: on the % scale 0 is the no-effect control and ±100 the full control effect; nearly all actives have a fitted effect of over 60% in size
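Reporter: ARE-Fluc in A549. Exposure: 18-24 h, 37 °C, 5% CO2, 5% FBS OPTI-MEM. Readouts: fluorescent cytotoxicity (CellTiter-Fluor), then luminescent Nrf2 signal after BugLite.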
A549 tox – Nrf2 qHTS screen for inhibitors: counterscreen for cytotoxicity. A549 ARE-Fluc cells, CellTiter-Fluor viability, 18-24 h. 390,000 tested, 0.16% active. Potency, µM (series often up to 46 µM), without a hit: top-dose activity change, negative = cytotoxicity, most hits filed as inhibitors; further: on the % scale 0 is the no-effect control and ±100 the full control effect
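Cytotoxicity counterscreen: CellTiter-Fluor fluorescence was measured in A549 ARE_Fluc cells after 18-24 h of compound exposure in a concentration series. The subsequent BugLite luminescent read reports ARE-luciferase activity.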
MCF10A rerep – A quantitative high throughput screen for small molecules that induce DNA re-replication in MCF 10a normal breast cells; 350,000 tested, 2.9% active; AID 624296, 2012; MCF 10A DNA re-replication, Hoechst nuclear intensity, 48 h; Potency, µM (series often up to 46.1 µM), for inactives: top-dose activity, positive = re-replication, hits mostly activators; further: % of control where 0% means no effect; nearly all actives have a fitted effect of over 50% in size
EPAC2 antag – qHTS for Antagonist of cAMP-regulated guanine nucleotide exchange factor 2 (EPAC2): primary screen | 360,000 tested, 0.18% active | EPAC2 GEF exchange of Rap1B-BODIPY-GDP, fluorescence | Rap guanine nucleotide exchange factor 4 (Homo sapiens), Q8WZA2 | Potency, µM (top dose mostly 114 µM), without a hit: at the highest dose activity, negative = inhibition, hits mostly inhibitors | AID 720708, 2013; further: on the % scale 0 is the no-effect control and ±100 the full control effect; nearly all actives have a fitted effect of over 45% in size; many of its hits are not listed in these tables
Target sequence (Q8WZA2 whole entry, looked up): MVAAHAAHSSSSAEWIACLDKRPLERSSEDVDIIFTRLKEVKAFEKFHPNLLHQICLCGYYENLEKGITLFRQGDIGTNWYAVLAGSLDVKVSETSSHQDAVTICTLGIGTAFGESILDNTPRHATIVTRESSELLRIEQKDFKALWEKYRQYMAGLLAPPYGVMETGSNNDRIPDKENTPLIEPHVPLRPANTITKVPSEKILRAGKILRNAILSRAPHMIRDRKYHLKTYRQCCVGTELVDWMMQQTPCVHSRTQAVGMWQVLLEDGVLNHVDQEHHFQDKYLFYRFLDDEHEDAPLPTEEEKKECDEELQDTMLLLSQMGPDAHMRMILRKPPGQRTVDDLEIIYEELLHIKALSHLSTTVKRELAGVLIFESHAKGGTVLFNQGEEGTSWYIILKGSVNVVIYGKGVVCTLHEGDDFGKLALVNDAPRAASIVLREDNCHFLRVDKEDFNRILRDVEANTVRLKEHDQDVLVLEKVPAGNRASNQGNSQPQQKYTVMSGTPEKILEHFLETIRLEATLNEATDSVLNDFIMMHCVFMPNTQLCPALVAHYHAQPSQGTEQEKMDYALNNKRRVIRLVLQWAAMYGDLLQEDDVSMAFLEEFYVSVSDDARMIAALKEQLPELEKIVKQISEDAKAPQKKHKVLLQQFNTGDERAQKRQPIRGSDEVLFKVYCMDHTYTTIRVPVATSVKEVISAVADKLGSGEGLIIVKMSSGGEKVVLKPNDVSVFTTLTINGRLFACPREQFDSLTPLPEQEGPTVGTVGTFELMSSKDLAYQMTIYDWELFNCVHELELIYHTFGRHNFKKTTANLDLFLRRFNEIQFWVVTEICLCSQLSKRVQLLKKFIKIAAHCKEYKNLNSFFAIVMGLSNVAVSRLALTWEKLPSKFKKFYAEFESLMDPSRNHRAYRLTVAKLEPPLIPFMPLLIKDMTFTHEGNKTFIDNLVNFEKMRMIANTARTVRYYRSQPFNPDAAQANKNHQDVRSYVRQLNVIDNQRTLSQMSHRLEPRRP
TGFb SMAD3 inh – qHTS for Inhibitors of TGF-b; HepG2 CAGA-GFP TGF-b/SMAD3 reporter, GFP fluorescence, 18 h; TGF-beta stimulated, 500 pg/mL final; Potency, µM (highest dose often 46.1 µM), for the others: at the highest dose activity, negative = inhibition, most hits filed as inhibitors; 410,000 tested, 1.2% active; AID 588855, 2011; further: on the % scale 0 is the no-effect control and ±100 the full control effect; nearly all actives have a fitted effect of over 65% in size
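Using HEPG2 CAGA-GFP reporter cells at 1000 cells/well, we pinned test compounds, stimulated with recombinant TGF-beta (500 pg/mL final) and measured total well GFP after 18 h.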
Nrf2 ARE act – qHTS of Nrf2 Activators; AREc32 ARE-luciferase reporter (MCF7-derived line), luminescence, 24 h; Potency, µM (highest dose often 46.1 µM), for the others: top-dose activation, usual class: activators; 410,000 tested, 0.31% active; further: % of control where 0% means no effect; nearly all actives have a fitted effect of over 65% in size
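For detection, Steady-Glo was added and plates sat 30 min at RT; before that, AREc32_Fluc cells grown overnight in OPTI-MEM/5% FBS had been treated with 23 nL compound for 24 hr at 37 deg C.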
ATXN2 expr inh – Primary qHTS for Inhibitors of ATXN expression. HEK-293 ATXN2-luciferase reporter, luminescence, 24 h. 360,000 tested, 0.72% active. AID 1745845, 2022. Potency, µM (doses to about 57 µM), for the others: top-dose activity change, negative = inhibition, usual class: inhibitors; further: on the % scale 0 is the no-effect control and ±100 the full control effect; nearly all actives have a fitted effect of over 55% in size
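ATXN2-luciferase reporter cells (luciferase flanked by upstream and downstream ATXN2 gene portions) were treated 24 h at 37 °C with compounds at up to 57 uM. SteadyGlo luminescence gave expression; GF-AFC fluorescence gave viability.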
HepG2 viability – qHTS for Inhibitors of TGF-b: Cytotox Counterscreen | HepG2 CAGA-GFP viability, ATP luminescence, 18 h | Potency, µM (titrated, usually from 46.1 µM), without a hit: at the highest dose activity change, negative = cytotoxicity, most hits filed as cytotoxic | 410,000 tested, 0.76% active; further: some results filed as inactive show a strong effect at the top dose
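HepG2 CAGA-GFP cells (1000/well, DMEM with 1% FBS) received compound, then TGF-beta at 500 pg/mL final, and were incubated 18 hours at 37 degrees C. Viability was read by CellTiter-Glo luminescence. Media-only wells were set as complete cell-killing and DMSO as no toxicity.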
* marks the source's active call; other numbers are inactive results; i = inactive; ? = inconclusive; / = not tested or not shown; [ ] = another dose, or the depositor's remark. The call rests on the fitted dose curve; in most records, active means well fitted curve in the direction sought with a large enough effect; inconclusive means small, poorly fitted or top-dose-only effect, or another doubt; inactive means no such curve, though single readings can be large; an effect the other way counts as inactive or inconclusive. Potency means the concentration at half of the fitted maximal effect. This is a subset; rates above refer to the full screens.

Order of values – EPAC2 antag, ATXN2 expr inh, MCF10A rerep, TGFb SMAD3 inh, ATXN viability, HepG2 viability, Nrf2 inh, Nrf2 ARE act, A549 tox
> COc1ccccc1/C=C/C(=O)OCC(=O)Nc1nnc(-c2ccccc2)o1
    -11%, 7%, ?, 10%, i, 3%, -5%, 0.0%, 0%
> CCc1sc(Nc2cccc(C)c2C)nc1-c1cc2cccc(OC)c2oc1=O
    /, 1%, /, 20%, i, 7%, /, -1.0%, -5%
> O=C(Nc1ccccn1)C1CCN(S(=O)(=O)c2ccccc2)CC1
    7%, 30%[activator], 3%, 12%, i, 7%, 7%, ?, 1%
> CCOc1ccc(-c2ccc(NS(=O)(=O)c3ccc([N+](=O)[O-])cc3)cc2)nn1
    -1%, 16%, -66%[inhibitor], -1%, i, 3%, ?, -0.1%, -3%
> O=C(Nc1cccc(F)c1)N1CCN(C(=O)c2ccco2)CC1
    3%, 2%, 5%, 13%, i, 21%, -16%, -0.4%, -2%
> O=C1C=C(NCC2CCCO2)C2(CCCCC2)O1 (configuration not stated)
    2%, -5%, -1%, 28%, i, 7%, 4%, -0.9%, 12%[1.84 µM]
> CCOC(=O)C1(CCOC)CCN(C(=O)c2ccc(CSC)o2)CC1
    2%, 9%, -2%, -23%, i, 4%, 5%, -0.4%, -4%
> CCCCCCCCCCCNC(=O)c1ccoc1C
    -16%, -5%, 26µM*, 24%, i, -21%, ?, 3.5%, -5%
> COc1ccc(CNC(=O)COC(=O)CCN2C(=O)C3CC=CCC3C2=O)cc1OC (configuration not stated)
    -7%, -18%, -5%, 2%, i, -13%, 1%, 0.2%, -3%
> Cc1ccc(-c2ccnc3cc(C)nn23)cc1
    -2%, /, -10%, 1%, i, -22%, 1%, 3.2%, 0%
> CCOC(=O)c1[nH]c(C)c(C(=O)N(C)C)c1C
    -1%, -3%, -4%, 13%, i, 2%, -5%, -0.6%, -3%
> O=C(CCN1C(=O)/C(=C\c2ccccc2)SC1=S)NNC(=O)c1cccnc1
    -1%, 3%, 27%, 13%, i, 14%, -13%, -0.3%, -6%
> CCOC(=O)c1cc(-c2ccc(F)cc2)n(CC(=O)NCc2cccnc2)c1C
    -4%, /, 2%, -10%, i, -5%, 2%, 0.1%, 7%
> COc1ccc(OC)c(CCNC(=O)c2cc3c(=O)oc4ccc(C)cc4c3s2)c1
    /, -10%, /, -14%, i, 0%, 14%, -1.2%, -2%
> CCCn1c(=S)[nH]c2cc(C(=O)N3CCN(c4ccc(F)cc4)CC3)ccc2c1=O
    7%, /, /, -9%, ?, -21%, /, -1.4%, /
> COc1ccc2oc(-c3ccc(C)c(NC(=O)c4ccc(-c5ccccc5[N+](=O)[O-])o4)c3)nc2c1
    /, 27%, /, 18%, i, -6%, 8%, -1.2%, -2%
> CCOc1ccccc1/C=C/C(=O)c1ccc(Cl)cc1
    10%, 0%, ?, ?, i, -68%, 2%, ?, 24%
> CSCC[C@H](NC(=O)[C@@H]1CSC2c3ccccc3C(=O)N21)C(=O)NCc1ccco1 (some centres not stated)
    12%, -7%, -1%, 3%, i, 8%, 9%, 8.7%, 5%
> CC(=O)OCC1CC(COC(C)=O)C(COC(C)=O)CC1COC(C)=O (configuration not stated)
    17%, 5%, -12%, -11%, ?, -10%, 2%, 0.4%, -1%
> Cc1cc2c3c(ccc(C)c3n1)N=CN2c1ccccc1
    2%, -24%, -1%, 6%, i, -18%, /, 2.6%, 0%
> COCCCNC(=O)/C(C#N)=C/c1cccc(NC(=O)c2ccccc2Cl)c1
    -9%, 0%, 26%, ?, i, -51%, 9%, 7.6%, -3%
> CCOc1ccc(NC(=S)N(CCOC)C(C)c2cccnc2)cc1 (configuration not stated)
    -3%, 1%, -5%, -21%, i, -32%, 12%, -0.6%, 1%
> CCC1C(=O)N=C(SCC(=O)Nc2ccc(S(N)(=O)=O)cc2)NC1=O (configuration not stated)
    4%, -15%, 11%, 9%, i, 3%, -3%, 2.1%, 19%
> COc1ccc2ccccc2c1C(=O)/C=C\c1ccoc1
    ?, -7%, ?, -2%, i, 9%, 11%, 13µM*, -3%
> O=C(NCc1ccccc1)C(c1ccccc1F)N(C(=O)c1csnn1)C1CCCC1 (configuration not stated)
    -3%, 2%, 14%, 8%, i, 13%, 0%, 0.2%, 0%
> Cc1ccc(S(=O)(=O)N(C)C)cc1NC(=O)c1ccccc1SCC(=O)N1CCCC1
    9%, /, -2%, 3%, i, -15%, 4%, -0.4%, -3%
> CCCN(CCC)CCNC(=O)C1CCN(c2nc3ccc(CC)cc3s2)CC1
    /, /, /, ?, /, -62%, 25%[9.27 µM], 7.0%, 6%
> Cc1ccc(C(=O)C2OC(=O)C(C)(C)C(=O)C2(C)C)cc1 (configuration not stated)
    -2%, 2%, -14%, -3%, ?, 0%, /, -0.2%, -2%
> O=[N+]([O-])c1cccc(/C=N/n2cnnc2)c1
    -1%, -3%, 0%, -16%, i, -27%, 0%, 0.0%, 1%
> CCOC(=O)C1(C)CCCN(C(=O)c2cc(OC)c(OC)c(OC)c2)C1 (configuration not stated)
    -3%, 8%, /, 11%, i, -4%, /, -0.6%[9.22 µM], /
> Cc1ccc(/C=N/NC(=S)NC(C)C)o1
    3%, 15%, 0%, -14%, i, 1%, 14%, 1.6%, 12%
> CC1CN2C(c3ccc([N+](=O)[O-])cc3)=CSC2=N1 (configuration not stated)
    10%, -1%, -2%, -19%, i, 6%, 4%, -0.3%, 0%
> Cc1cc2ccccc2cc1CN1CCCCC1
    -4%, /, 8%, 22%, i, 6%, 1%, 0.5%, 9%
> COc1ccc(-c2ccc3c(c2)C2CC3CCN2C(=O)OCc2ccccc2)cc1 (configuration not stated)
    -5%, 25%, 22%, -21%, i, -17%, ?, 6.9%, 8%
> COc1ccc([N+](=O)[O-])c2c(=O)ccoc12
    24%, -3%, -53%[inhibitor], ?, i, -10%, -6%, 4.6%, -14%
> CCCCNC(=O)OCC(CC)NC(=O)OC(C)C (configuration not stated)
    8%, -6%, 0%, 8%, i, 5%, /, -0.2%, -3%
> Nc1cc(=O)[nH]c(SCC(=O)N2N=C(c3ccc(Cl)cc3)CC2c2ccco2)n1 (configuration not stated)
    1%, -18%, ?, -7%, i, 7%, 14%, 5.9%, -1%
> COC(=O)c1nc2nc(C)cc(=O)n2[nH]1
    ?, -2%, -10%, 1%, i, -10%, 9%, -0.7%, -1%
> CC(C)CNc1cc(=O)n(C)c(=O)n1C
    -10%, 1%, -3%, 1%, i, 5%, 18%, 4.8%, 11%
> COc1cc(C(=O)Nc2cccc(-c3nc4ccccc4o3)c2C)cc(OC)c1OC
    7%, -8%, -3%, 8%, ?, -2%, -16%, 0.3%, -4%

Whole records from above. Values in the order: EPAC2 antag	ATXN2 expr inh	MCF10A rerep	TGFb SMAD3 inh	ATXN viability	HepG2 viability	Nrf2 inh	Nrf2 ARE act	A549 tox
O=C1C=C(NCC2CCCO2)C2(CCCCC2)O1 (configuration not stated) as listed: 2%	-5%	-1%	28%	i	7%	4%	-0.9%	12%[1.84 µM]
O=C(Nc1ccccn1)C1CCN(S(=O)(=O)c2ccccc2)CC1 as listed: 7%	30%[activator]	3%	12%	i	7%	7%	?	1%
COc1ccc(OC)c(CCNC(=O)c2cc3c(=O)oc4ccc(C)cc4c3s2)c1 as listed: /	-10%	/	-14%	i	0%	14%	-1.2%	-2%
CCOc1ccc(NC(=S)N(CCOC)C(C)c2cccnc2)cc1 (configuration not stated) as listed: -3%	1%	-5%	-21%	i	-32%	12%	-0.6%	1%

Carrying on:
Order of values – EPAC2 antag, ATXN2 expr inh, MCF10A rerep, TGFb SMAD3 inh, ATXN viability, HepG2 viability, Nrf2 inh, Nrf2 ARE act, A549 tox
> NC(c1ccc(F)c(F)c1)c1nc(-c2cc(F)cc(F)c2)cs1 (configuration not stated)
    9%, -2%, /, -14%, i, 0%, /, -1.1%[9.22 µM], /
> Cc1nc2cc(-c3cccc(F)c3)nn2c(C)c1CCC(=O)NC(C)c1ccc2c(c1)OCCO2 (configuration not stated)
    -1%, ?, 0%, ?, i, -18%, ?, 11%, 0%
> O=C(COc1ccccc1Cl)NCC(c1cccs1)N1CCOCC1 (configuration not stated)
    -11%, -21%, -18%, -10%, i, -4%, ?, 2.2%, -4%
> COc1ccc(S(=O)(=O)Nc2ccccc2C(=O)NCc2ccco2)cc1Br
    -7%, -1%, 12%, ?, i, 0%, /, -0.5%, 8%
> S=C(NCc1ccncc1)NC1CCCC1
    7%, ?, 0%, 3%, i, 2%, 3%, -0.6%, 2%
> COc1ccc(Cn2c(CCC(=O)N3CCN(c4ccccn4)CC3)nc3ncccc3c2=O)cc1
    -2%, -11%, -1%, 1%, i, -25%, 1%, 1.6%, -8%
> O=c1[nH]c2ccccc2c(=O)n1Cc1ccco1
    10%, 2%, -2%, -8%, i, -24%, 1%, ?, 10%
> c1ccc(-c2noc(CC3CCCCC3)n2)nc1
    -11%, /, ?, 9%, i, 2%, ?, 0.5%, 16%
> COc1ccc(NC(=O)CCSc2nc(-c3ccco3)cc(C(F)(F)F)n2)cc1
    /, 8%, /, 13%, i, 5%, 3%, 0.0%, -4%
> CCOC(=O)c1cnc2ccc(OC)cc2c1Nc1ccc(N2CCN(C)CC2)cc1
    496%[activator], ?, -16%, ?, i, -20%, 1%, 6.1%, 0%
> COc1cc(NC(=O)C2CCCN2C(=O)C2CCC(C)CC2)cc(OC)c1OC (configuration not stated)
    4%, -3%, -5%, 10%, i, -16%, ?, 0.4%, -1%
> CC(C)(C)c1ccc(-c2nnc(SCC(=O)NC3CC3)o2)cc1
    0%, /, 9%, 3%, i, -15%, 0%, 4.1%, 4%
> CC(=O)Nc1cc(-c2cccc(F)c2)cn2c(-c3ccc(F)c(Cl)c3)cnc12
    -6%, -30%, /, 18µM*, ?, -46%, /, 9.8%, /
